TCR act = activators of T cell receptors; primary human leukocytes, anti-CD3, IL-2 HTRF, 48 h; Potency, µM (titrated, usually from 9.22 µM), for the others: at the top dose activation of IL-2 secretion, usual class: activators; 330,000 tested, under 10 active; AID 504894; also: % of control where 0% means no effect
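48 hr co-incubation of compounds, a-CD3 beads and primary human leukocytes; IL-2 quantified homogeneously by HTRF with anti-IL-2 K and d2 conjugates.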
Integrin act MD = activators of alpha7 integrin expression for muscular dystrophy; alpha7betagal myoblasts, beta-gal FDG fluorescence, 48 h; Potency, µM (top dose mostly 38.3 µM), inactives show top-dose activation, most hits filed as activators; 0.064% of 350,000 active; AID 624291;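 also: potency is read from the fitted curve at half-maximal effect; 100% = response of the positive control SU9516; nearly all actives have a fitted effect of over 60% in size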
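alpha7betagal+/- myoblasts (passage 13, 250/well) treated 48 h at 37C with compounds at 1:260 dilution of DMSO stock. Lysed, then beta-galactosidase activity read as FDG fluorescence (ex 480/em 540) after 30 min, with pre-read for autofluorescence.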
PTAP TSG101 blk = blocks PTAP/TSG101 interaction to inhibit HIV-1 budding; Fluorescence polarization, FITC-PTAP peptide / Tsg101 binding; Potency, µM (titrated, usually from 115 µM), without a hit: at the top dose activity change, negative = inhibition, hits mostly inhibitors; 340,000 tested, under 10 active; active = well fitted inhibition curve with a large enough effect in the main read-out, with a control signal flat, not every such curve was filed as active; inconclusive = small, poorly fitted or top-dose-only effect, or effect the other way, or a change in a side signal; inactive = no such curve, though single readings can be large or run the other way; also: potency is read from the fitted curve at half-maximal effect; % of control where 0% means no effect
Target sequence (Q99816 whole entry, looked up): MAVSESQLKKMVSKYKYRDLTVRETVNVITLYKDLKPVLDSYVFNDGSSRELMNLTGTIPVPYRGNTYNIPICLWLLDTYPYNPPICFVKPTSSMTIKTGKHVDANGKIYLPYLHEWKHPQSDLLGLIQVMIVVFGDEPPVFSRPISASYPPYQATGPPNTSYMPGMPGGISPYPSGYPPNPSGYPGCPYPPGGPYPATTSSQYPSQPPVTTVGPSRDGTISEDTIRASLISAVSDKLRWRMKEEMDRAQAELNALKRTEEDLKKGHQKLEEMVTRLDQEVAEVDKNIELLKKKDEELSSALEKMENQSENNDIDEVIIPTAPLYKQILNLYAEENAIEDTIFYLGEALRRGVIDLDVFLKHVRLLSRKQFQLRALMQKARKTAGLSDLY
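Tsg101 binding domain (10 uM final) was mixed with compound and a FITC-labeled PTAP peptide (50 nM final) in HEPES pH 7.5 buffer with NaCl, Tween 20, EDTA and TCEP; fluorescence polarization was read after 20 min at r.t.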
ASM inhibitor = inhibitors of human secretory acid sphingomyelinase; 0.006% of 340,000 active; placental ASM, HMU-PC fluorogenic substrate, 60 min; AID 504937; Potency, µM (titrated, usually from 57.5 µM), inactives show at the highest dose activity change, negative = inhibition, usual class: inhibitors; P17405; also: potency is read from the fitted curve at half-maximal effect
Target sequence (P17405 47-631 limits assumed): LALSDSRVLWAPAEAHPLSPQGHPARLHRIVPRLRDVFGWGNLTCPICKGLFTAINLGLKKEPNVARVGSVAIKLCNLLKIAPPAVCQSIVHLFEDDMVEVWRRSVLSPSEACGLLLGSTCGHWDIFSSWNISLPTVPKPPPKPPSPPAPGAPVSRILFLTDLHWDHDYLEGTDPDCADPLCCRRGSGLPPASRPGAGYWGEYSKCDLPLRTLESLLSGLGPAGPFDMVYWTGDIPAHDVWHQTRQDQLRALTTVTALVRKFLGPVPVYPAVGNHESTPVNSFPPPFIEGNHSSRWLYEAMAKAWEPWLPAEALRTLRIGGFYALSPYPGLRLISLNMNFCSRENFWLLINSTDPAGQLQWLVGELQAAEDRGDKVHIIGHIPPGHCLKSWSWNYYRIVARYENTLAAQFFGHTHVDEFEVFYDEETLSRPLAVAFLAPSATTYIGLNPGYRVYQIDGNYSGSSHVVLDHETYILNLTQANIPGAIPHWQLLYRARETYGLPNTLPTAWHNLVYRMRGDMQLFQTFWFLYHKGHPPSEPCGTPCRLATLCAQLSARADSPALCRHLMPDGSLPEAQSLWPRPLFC
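HMU-PC0 cleavage (9 uM final) by human placental ASM, 60 min at 37 °C following 10 min compound exposure at RT; stopped at pH 10, fluorescence Ex 386/Em 447 nm.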
An asterisk follows results filed as active; ? = inconclusive; [ ] = remark or other dose. Unless noted, calls follow the shape of the dose curve; as a rule, active = well fitted curve in the direction sought with a large enough effect; inconclusive = small, poorly fitted or top-dose-only effect, or another doubt; inactive = no such curve, though single readings can be large; an effect the other way counts as inactive or inconclusive. An excerpt; the hit share may differ from the screen's.

TCR act	Integrin act MD	PTAP TSG101 blk	ASM inhibitor	Compound
-10%	-13%	-3%	0%	O=C(/C=C/Nc1cccc([N+](=O)[O-])c1)c1ccco1
8%	-42%	1%	-6%	Cc1ccc(NC(=O)c2ncn(CCCN[C@H](C)c3cccc4ccccc34)n2)cc1C
-2%	-29%	-11%	-5%	CCN(CC)S(=O)(=O)c1ccc(N2CC(C(=O)Nc3cccc(C(=O)NC4CC4)c3)CC2=O)cc1 (centres undefined)
-3%	-7%	-4%	-2%	COc1ccc(CCCN2CCC(CN3C(=S)NC[C@@H]3Cc3ccccc3)CC2)cc1OC
-6%	-27%	-3%	-1%	C=C1CCN([C@@H](CC(C)C)C(=O)NCCC(C)C)S(=O)(=O)c2ccccc21
-13%	45%	-3%	3%	CN(c1ccccc1)c1nccc(=O)[nH]1
-2%	0%	-4%	?	C[C@]12CCC[C@H](O1)c1c(cc3c(c1O)C(=O)c1c(O)cc(O)cc1C3=O)O2
8%	3%	-6%	-6%	Cc1nn(-c2ccc(Cl)cn2)c2c1C(=O)CC(C)(C)C2Br (centres undefined)
-3%	-16%	-6%	4%	O=C1CCC[C@@H]2Cc3nc4ccccc4cc3[C@@H]3CCN1[C@H]23
0%	-3%	0%	-2%	COc1cc2c(Cc3ccccc3)cncc2cc1O
-6%	5%	-1%	-3%	Cc1cc2ccccc2cc1C(=O)c1ccccc1
-3%	-59%[inhibitor]	0%	-1%	COc1ccccc1NC(=O)c1ccc([N+](=O)[O-])o1

A draw from above in order of molar mass, smallest number first:
TCR act	Integrin act MD	PTAP TSG101 blk	ASM inhibitor	Compound
-13%	45%	-3%	3%	CN(c1ccccc1)c1nccc(=O)[nH]1
-3%	-59%[inhibitor]	0%	-1%	COc1ccccc1NC(=O)c1ccc([N+](=O)[O-])o1
0%	-3%	0%	-2%	COc1cc2c(Cc3ccccc3)cncc2cc1O
8%	-42%	1%	-6%	Cc1ccc(NC(=O)c2ncn(CCCN[C@H](C)c3cccc4ccccc34)n2)cc1C
-3%	-7%	-4%	-2%	COc1ccc(CCCN2CCC(CN3C(=S)NC[C@@H]3Cc3ccccc3)CC2)cc1OC

Going on with the list.
TCR act	Integrin act MD	PTAP TSG101 blk	ASM inhibitor	Compound
4%	-66%[inhibitor]	-9%	8%	Clc1ccc2c(NCCNC3CCCCC3)ccnc2c1
7%	-14%	-18%	-3%	Clc1ccccc1N=Nc1ccccn1
-1%	0%	0%	4%	N#CC1(Nc2ccc(Br)cc2)CCCC1
6%	14%	0%	-1%	COc1ccc2cc(N3CCCC3=O)ccc2c1
1%	8%	-2%	1%	CC(=O)Nc1cc2c(cc1Br)-c1ccccc1C2
-4%	-8%	1%	-2%	O=C1C[C@@H](c2ccccc2)Oc2cc(O)cc(O)c21
12%	7%	-6%	0%	Cc1ccc(C2=CSC3=NCCN23)cc1
-3%	-6%	1%	1%	CCC1(CC)C(=O)C2=C3C1[C@H](C(=O)OC)C=C(C(=O)OC)C[C@H]3n1c(=O)n(-c3ccccc3)c(=O)n1[C@H]2C (some centres undefined)
0%	-1%	0%	1%	OCCN1CCSC1=S
0%	-52%[inhibitor]	0%	-2%	C[N+](C)(C)CCC(=O)N1C/C(=C/c2ccccc2)C(=O)/C(=C\c2ccccc2)C1
-5%	-4%	-15%	1%	CC(=O)C[C@H]1c2cc(F)ccc2S(=O)(=O)N1c1ccc(N(C)C)cc1
-1%	19%	1%	0%	CCOC(=O)C1OC1(c1ccccc1)c1ccccc1 (centres undefined)
-8%	9%	-1%	2%	COc1ccc(C(=O)c2ccc(Br)cc2)c(OC)c1OC
0%	14%	1%	-1%	COC1Cc2ccccc2N(C(N)=O)c2ccccc21 (centres undefined)
3%	21%	0%	5%	O=C1c2[nH]c(=O)[nH]c(=O)c2CN1Cc1ccccc1
-6%	-24%	1%	-1%	CS(=O)(=O)N1CCCCC1CCN1CCCCC1 (centres undefined)
0%	2%	-5%	-19%	COc1ccc(N=C2c3ccccc3-c3ccc([N+](=O)[O-])cc32)cc1
-1%	13%	1%	-2%	O=C(CCCCn1ccc(=O)[nH]c1=O)Nc1ccc(C(=O)O)c(O)c1
4%	-9%	1%	-2%	COc1ccc(CNC(=O)c2ccc(S(=O)(=O)N3CC(C)CC(C)C3)cc2)cc1OC (centres undefined)
-1%	6%	-1%	-25%	O=C(Nc1c(Br)cc2c(c1Br)Cc1ccccc1-2)C(F)(F)F
8%	-13%	1%	13%	O=C(O)CC(C(=O)O)C(c1ccccc1)c1ccccc1 (centres undefined)
-3%	13%	0%	6%	CCCCNC(=O)c1onc(CSc2ccccn2)c1C(=O)NCCCC
3%	-21%	0%	-6%	CCc1nc(N)nc(N)c1-c1ccc(N(C)Cc2ccccc2)c([N+](=O)[O-])c1
3%	-7%	2%	5%	NC(=O)c1ccc(N=Cc2c(O)ccc3ccccc23)cc1

Fetched one by one from the list above (2):
TCR act	Integrin act MD	PTAP TSG101 blk	ASM inhibitor	Compound
-6%	5%	-1%	-3%	Cc1cc2ccccc2cc1C(=O)c1ccccc1
-3%	-59%[inhibitor]	0%	-1%	COc1ccccc1NC(=O)c1ccc([N+](=O)[O-])o1

As entered above.
O=C1c2[nH]c(=O)[nH]c(=O)c2CN1Cc1ccccc1 in ASM inhibitor is entered as 5%
O=C(CCCCn1ccc(=O)[nH]c1=O)Nc1ccc(C(=O)O)c(O)c1 in Integrin act MD is entered as 13%
COc1ccc(N=C2c3ccccc3-c3ccc([N+](=O)[O-])cc32)cc1 in Integrin act MD is entered as 2%
CCCCNC(=O)c1onc(CSc2ccccn2)c1C(=O)NCCCC in PTAP TSG101 blk is entered as 0%
COc1ccc(CNC(=O)c2ccc(S(=O)(=O)N3CC(C)CC(C)C3)cc2)cc1OC (centres undefined) in TCR act is entered as 4%

The list goes on.
TCR act	Integrin act MD	PTAP TSG101 blk	ASM inhibitor	Compound
5%	25%	-2%	-8%	OCCOCCn1c(C(CO)Nc2nc(-c3ccc(F)cc3)cs2)nc2ccccc21 (centres undefined)
0%	-11%	-6%	1%	CN(C(=O)c1cccc(NC(=O)Cc2cccc(NC(=O)C3CCCN(C(=O)C4CC4)C3)c2)c1)C1CCC1 (centres undefined)
-1%	-7%	-10%	1%	COc1ccc(C2C3=C(CC(C)(C)CC3=O)Oc3ncn4nc(-c5ccccc5)nc4c32)cc1 (centres undefined)
4%	-20%	?	4%	CC(C)CCN1C(=O)c2cccc3c(N)ccc(c23)C1=O
3%	1%	-4%	1%	CCCCCC1C(=O)CCC1CC(=O)OC (centres undefined)
1%	-56%[inhibitor]	-1%	-1%	COC(=O)c1ccc(NCc2cc(O)ccc2O)cc1
-1%	-10%	1%	-3%	CSc1ccc(S(=O)(=O)NCC(=O)OCC(=O)N(C)CC(=O)Nc2ccc(F)cc2)cc1[N+](=O)[O-]
6%	40%	0%	-2%	c1cc(-c2cc3cc(N4CCOCC4)ccc3o2)cs1
0%	-60%[inhibitor]	1%	17%	CC(=O)Oc1ccc(C2=Cc3ccc(OC(C)=O)cc3OC2C)cc1 (centres undefined)
7%	7%	-7%	8%	[O-]C(=C(C(=S)Nc1cccc2ccccc12)[n+]1ccccc1)c1ccc2c(c1)OCCO2
4%	0%	-12%	-1%	CN(C(=O)c1ccc(NC(=O)Cc2cccc(NC(=O)C3CCCN(S(=O)(=O)c4cccc([N+](=O)[O-])c4)C3)c2)cc1)C1CC1 (centres undefined)
6%	-13%	0%	-4%	COc1ccc([C@H]2/C=C\CN(C(=O)C3CCCC3)[C@@H](C)C(=O)N2Cc2ccc(F)cc2)cc1
-123%	-5%	-2%	-4%	CN(c1ccc(OCC(=O)Nc2ccc(S(N)(=O)=O)cc2)cc1)S(=O)(=O)c1ccc(F)cc1
-1%	-9%	1%	-3%	Cc1cc(Br)cc(C=Nc2ccc(N3CCOCC3)cc2)c1O
1%	29%	-10%	3%	CCOC(=O)C1(C(=O)OCC)NC(=O)CC1C (centres undefined)
-4%	24%	-3%	1%	NC(=O)C1=C[C@@H](c2ccc3c(c2)OCO3)C[C@@H](OCCCCO)O1
0%	8%	-5%	277%[activator]	CCOc1ccc(C2=CC(c3ccccc3)n3ncnc3N2)cc1 (centres undefined)
1%	-7%	-2%	7%	Cc1cc(C)nc(SCCN2CCCCC2)n1
-1%	2%	23%	?	CCOC(=O)c1c(-c2ccccc2)csc1NC(=O)/C(C#N)=C\c1ccc(O)c(OC)c1
-1%	-19%	-4%	-1%	COc1ccccc1CNC(=O)C1CC2Cn3c(nc4cc(Cl)c(Cl)cc43)C2N1C (centres undefined)
-5%	-29%	0%	-10%	CCCCC[C@@H](/C=C/C1C(=O)C=C[C@H]1C/C=C\CCCC(=O)O)OC(C)=O (some centres undefined)
6%	27%	-5%	3%	COc1cccc2c(O)c(-c3ccccc3)c(=O)[nH]c12
-1%	12%	-6%	-5%	O=Cc1c(-c2ccc(Cl)cc2)oc2ccc(O)cc12
3%	-9%	-3%	4%	O=C(OCc1ccc([N+](=O)[O-])cc1)c1cc2ccccc2oc1=O
4%	6%	-9%	3%	Cc1cccc(NC(=O)c2cnc3sccn3c2=O)n1
-2%	7%	0%	3%	CC(=O)N(CC(=O)N(CC(=O)O)c1ccc(Cl)cc1)c1ccc(Cl)cc1
3%	-4%	1%	-2%	CC(=O)Nc1c(Cl)c(Cl)c2c(c1Cl)Cc1cc(Cl)ccc1-2
3%	4%	-15%	3%	O=C(Nc1ccc(C(=O)N2CCCCC2)cc1)C1CCCC1
8%	-13%	-5%	4%	COC(=O)CC1=C(c2ccc([N+](=O)[O-])cc2)CCC1=O
3%	-39%	-5%	-2%	C#CCSc1nnc(-c2cccc3ccccc23)o1
-3%	-5%	-5%	-1%	COc1ccc(CC2(c3ccccc3)NC(=O)NC2=O)cc1 (centres undefined)
3%	-1%	-7%	7%	COc1cccc2c1C1COC3C4CC(C(=O)O)C(C(C2)N13)N4C (centres undefined)
1%	-33%	1%	-3%	O=C(Nc1ccc2c(c1)CCC2)c1cccc(OC(F)F)c1
-23%	-14%	-5%	-15%	COc1cc(CNC(=O)c2ccc3c(c2)S(=O)(=O)c2ccccc2C3=O)cc(OC)c1
5%	-22%	0%	-10%	CC1(c2nnc(-c3cccc(Cl)c3)o2)CC(c2ccc(Cl)cc2)=NO1 (centres undefined)
9%	-7%	7%	11%	O=C(Cc1cccc(NC(=O)C2CCN(C(=O)C3CCCCC3)CC2)c1)Nc1cccc(C(=O)N2CCOCC2)c1
0%	-79%[inhibitor]	-3%	-12%	CN1CCN(C2Cc3ccc(Cl)cc3Sc3ccc(F)cc32)CC1 (centres undefined)
-3%	-7%	-4%	3%	CCOc1nc(-c2ccccc2)ncc1Oc1ccccc1
7%	0%	1%	4%	CC(C)(C)S(=O)N1Cc2cc(CO)ccc2[C@@H]1CCO (some centres undefined)
-3%	14%	0%	2%	CC1=NN(c2ccccc2C)C(=O)C1
-2%	-39%	-5%	?	O=C1[C@H](Cc2ccccc2)NCC=CC[C@H](c2ccc(Cl)cc2)N1Cc1ccc(Cl)cc1
-5%	7%	-7%	11%	COC(C[C@@H]1O[C@@H]1C(=O)[C@@H](C)OCc1ccccc1)OC
1%	4%	0%	4%	COc1cc(C(=O)N2CCN(S(=O)(=O)c3ccc(Cl)cc3)CC2)ccc1OCC(=O)N1CCOCC1
-3%	-3%	-1%	-1%	COC(=O)c1ccc(NC(=O)C2CC3CCC2C3)cc1 (centres undefined)
7%	24%	-4%	-3%	O=C(Nc1nccs1)OCc1ccccc1
-28%	-55%[inhibitor]	2%	-2%	CCN(CC)CCNC(=O)C(Cl)=C1C(Cl)=C(Cl)C(Cl)=C1Cl
11%	-44%	-5%	-7%	COc1cc(C(=O)NC2CCN(C)CC2)ccc1Nc1ncc2c(n1)N(C1CCCC1)CCC(=O)N2C(C)C
2%	-34%	1%	-10%	CCn1c(SCc2ccccc2)nc2ccccc2c1=O
-6%	35%	0%	1%	CC1(c2nnc(Cc3ccccc3)o2)CC(c2c(Cl)cccc2Cl)=NO1 (centres undefined)
-33%	-34%	-6%	-4%	CC(CNCCCn1ccc(NC(=O)OCc2ccccc2)nc1=O)c1ccccc1 (centres undefined)

High-throughput results deposited in PubChem BioAssay by National Center for Advancing Translational Sciences (NCATS).
